# Screening results (PubChem)
# A3G deaminase – APOBEC3G (human) deaminase inhibition; recombinant A3G, ssDNA deamination FAM/TAMRA fluorescence; AID 493012; Q9HC16; inhibition, % at 20 µM; 330,000 compounds, 0.28% hits;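 active = inhibition of at least 40% at 20 µM, with no more than 30% in the related APOBEC3A deaminase screen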;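 note: plate controls were DMSO wells with A3G for no effect and wells lacking A3G enzyme for full effect; some compounds called inactive have numbers as strong as hits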
# Target sequence (Q9HC16 whole entry, looked up): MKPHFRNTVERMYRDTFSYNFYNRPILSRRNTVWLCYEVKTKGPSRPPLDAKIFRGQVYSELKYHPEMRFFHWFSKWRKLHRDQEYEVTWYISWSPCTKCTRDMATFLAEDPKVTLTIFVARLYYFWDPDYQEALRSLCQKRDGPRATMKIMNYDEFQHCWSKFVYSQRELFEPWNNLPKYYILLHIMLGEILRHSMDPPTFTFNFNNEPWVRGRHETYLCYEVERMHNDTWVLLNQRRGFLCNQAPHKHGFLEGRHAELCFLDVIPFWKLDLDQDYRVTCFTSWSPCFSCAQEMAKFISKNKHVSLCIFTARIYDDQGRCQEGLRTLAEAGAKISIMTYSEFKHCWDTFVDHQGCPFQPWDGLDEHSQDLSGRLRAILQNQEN
# hIAP block – human IAP inhibition | P09923 | purified IAP, CDP-Star luminescence, 30 min | inhibition, % at 10 µM | 330,000 compounds, 0.12% hits | AID 2544;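 active = inhibition reaching a set limit with compound at 10 µM in the primary screen, cut at about 35% in these data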;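 note: plate controls were DMSO wells with enzyme for no effect and no-enzyme buffer wells for full effect; values of inactives mirror those of a sister screen read the other way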
# Target sequence (P09923 whole entry, looked up): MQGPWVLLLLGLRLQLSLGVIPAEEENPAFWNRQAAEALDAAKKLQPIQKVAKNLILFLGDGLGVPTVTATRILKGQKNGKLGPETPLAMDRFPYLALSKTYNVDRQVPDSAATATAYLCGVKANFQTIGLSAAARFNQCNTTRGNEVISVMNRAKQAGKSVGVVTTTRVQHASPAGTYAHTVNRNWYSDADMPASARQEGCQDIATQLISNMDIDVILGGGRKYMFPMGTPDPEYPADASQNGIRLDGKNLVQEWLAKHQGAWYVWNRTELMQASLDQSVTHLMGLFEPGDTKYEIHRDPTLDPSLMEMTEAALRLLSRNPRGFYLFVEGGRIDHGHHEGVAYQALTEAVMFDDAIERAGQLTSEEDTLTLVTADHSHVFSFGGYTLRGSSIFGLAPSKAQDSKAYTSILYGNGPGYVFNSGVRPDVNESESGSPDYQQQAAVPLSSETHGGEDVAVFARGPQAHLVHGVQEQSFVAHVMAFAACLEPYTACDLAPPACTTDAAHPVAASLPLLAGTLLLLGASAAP
# NR3A LBD binder – NR3A (human) ligand-binding domain modulation; NR3A LBD differential scanning fluorimetry, Tm shift; 0% = protein alone, 100% = glycine-bound protein; Tm shift relative to glycine control, % at 25 µM; 340,000 compounds, 2.5% hits; AID 1259313;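 active = melting temperature shift of at least 10% of the positive control shift, at one fixed dose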
# mIAP block – mouse IAP inhibition; inhibition, % at 10 µM; AID 2806; 330,000 compounds, 0.2% hits; purified mouse IAP, CDP-Star luminescence, 30 min;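 active = inhibition of at least 40% at 10 µM in the primary screen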;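 note: plate controls were DMSO with enzyme for no effect and no enzyme wells for full effect; values of inactives mirror those of a sister screen read the other way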
# mIAP activ – increases mouse intestinal alkaline phosphatase activity | muIAP, CDP-Star luminescence, 30 min; stronger effect = higher value; 1 = vehicle-only enzyme signal, 0 = enzyme-free wells | activation factor at 10 µM | 330,000 compounds, 0.24% hits;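 active = activation factor of at least 2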; note: the source names both 10 and 20 µM as test concentration; values of inactives mirror those of a sister screen read the other way
#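 System: mouse IAP enzyme. Reagent: CDP-Star chemiluminescent phosphatase substrate. Benchmarks: DMSO wells, no-enzyme wells. Times: 30 min enzyme-substrate-compound incubation at room temperature. Detection: luminescence from enzymatic CDP-Star hydrolysis. Doses: test compounds delivered from DMSO solution.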
# MIN6 prolif – MIN6 beta-cell proliferation induction. AID 2380. proliferation, % at 10 µM. MIN6 cells proliferation, ATPlite luminescence, 48 h; cells starved in 0.2% serum; 100% = growth in 10% serum. 330,000 compounds, 0.29% hits;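 active = compounds whose signal lies at least 3.5 SD above the mean of all wells on their plate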;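 note: 0% = DMSO-treated cells in low-serum medium and 100% = 10% serum control; some compounds called inactive have numbers as strong as hits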
# APOBEC3A inh – blocks human APOBEC3A ssDNA deamination; 330,000 compounds, 0.41% hits; recombinant A3A, FAM/TAMRA ssDNA deamination fluorescence; P31941; AID 493011; inhibition, % at 20 µM;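 active = at least 40% inhibition at 20 µM here, with at most 30% in a related deaminase screen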;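 note: plate controls were A3A with DMSO for no effect and wells lacking A3A enzyme for full effect; some results filed as inactive read as strong as hits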
# Target sequence (P31941 whole entry, looked up): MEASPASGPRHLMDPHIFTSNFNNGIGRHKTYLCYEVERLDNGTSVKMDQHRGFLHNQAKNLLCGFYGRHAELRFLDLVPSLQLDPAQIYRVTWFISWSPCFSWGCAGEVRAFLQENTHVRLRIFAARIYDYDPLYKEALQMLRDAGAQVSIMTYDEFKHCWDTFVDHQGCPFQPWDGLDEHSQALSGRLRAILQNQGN
# MPTP inh – inhibitors of mitochondrial permeability transition pore; isolated mouse mitochondria, Ca2+ swelling absorbance, 30 min; inhibition, % at 10 µM; 360,000 compounds, 1.4% hits; AID 602449;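 active = inhibition of 50% or more, scaled per plate between neutral and stimulator controls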;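 note: 0% = DMSO wells given calcium and 100% = 1 mM EGTA wells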
# hIAP activ – human IAP activation | P09923 | AID 2524 | activation factor at 10 µM | purified human IAP, CDP-Star luminescence, 30 min; stronger effect = higher value; 1 = vehicle-only enzyme, 0 = enzyme-free background | 330,000 compounds, 0.16% hits;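 active = activation factor of the enzyme at least 2-fold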; note: the source names both 10 and 20 µM as test concentration; values of inactives mirror those of a sister screen read the other way
# Starred values were filed as active, the others as inactive; x = no result given.
SMILES,A3G deaminase,hIAP block,NR3A LBD binder,mIAP block,mIAP activ,MIN6 prolif,APOBEC3A inh,MPTP inh,hIAP activ
CCOC(=O)CN1C(=O)C(Sc2n[nH]c(-c3ccccc3)n2)CCc2ccccc21 (stereo not given),-1,-1,1,-2,1,-1,0,0.1,1
Cc1ccc(C)c(NC2=CC(=O)CC(C)(C)C2)c1C#N,-4,5,-2,-9,1.1,0,-3,1.4,0.95
COC(=O)Cn1c(=O)c2c(n(Cc3ccccc3)c1=O)N/C(=C/c1ccc(Br)cc1)C2=O,0,-8,-3,10,0.9,-5,1,13,1.1
O=C(Nc1cccc(Cl)c1)Nc1nc(-c2ccc(Cl)cc2)cs1,-6,12,36*,-188,2.9*,-7,-4,92*,0.88
COC(=O)C1=NN(c2cccc3ccccc23)C2C(=O)N(c3ccccc3OC)C(=O)C12 (stereo not given),2,-7,-2,-6,1.1,-2,1,2.7,1.1
CC(=O)c1ccc(NC(=O)CC2Nc3cccc4cccc(c34)NC2=O)cc1 (stereo not given),-8,9,-5,32,0.68,-3,0,1.0,0.91
Cc1ccc(C(=O)NC(=O)OCCn2c(C)cnc2[N+](=O)[O-])cc1,-2,-15,5,-4,1,-2,-1,-0.4,1.2
CN1CCN(S(=O)(=O)c2cc(C(F)(F)F)ccc2Cl)CC1,-3,12,2,-3,1,-4,0,0.6,0.88
Cc1cccc(-n2cc[nH]c2=S)c1,37,-4,0,-7,1.1,0,9,-0.9,1
COc1ccccc1NC(=O)c1[nH]c(C)c(C(C)=O)c1C,-2,18,0,2,0.98,-2,-4,-1.7,0.82
Cc1cc(C(=O)COc2cc(F)ccc2[N+](=O)[O-])c(C)n1C1CC1,-4,-1,-1,7,0.93,-4,0,1.2,1
CC1(C)CC(n2c(NCCO)nc3c(c2=O)C2(CCCC2)Cc2ccccc2-3)CCO1 (stereo not given),2,5,-6,2,0.98,-4,5,0.3,0.95
Nc1ccc(C(=O)Nc2ccc(NC(=O)c3ccco3)c(O)c2)cc1,-9,-8,22*,-2,1,-3,-8,-2.2,1.1
CNS(=O)(=O)c1cc(O)c2c(S(=O)(=O)NC)cccc2c1,-6,-4,2,-8,1.1,0,-4,0.0,1
COc1ccc(NC(=O)CNC(=O)C2CCCCC2)cc1,-10,-18,0,3,0.97,-2,-6,-0.2,1.2
CCCC(=O)NC(c1ccccc1Cl)c1ccc2cccnc2c1O (stereo not given),-8,-22,-7,5,0.95,-4,-2,2.9,1.2
CC(C)c1ccc(OCC(=O)Nc2ccc(OC(F)(F)F)cc2)cc1,1,2,2,-12,1.1,-2,-1,26,0.98
CCc1nnc(NS(=O)(=O)c2ccc(NC(=S)NC(=O)c3cccs3)cc2)s1,-5,4,-14,6,0.94,-3,0,-1.4,0.96
Cc1occc1-c1nnc(SCC(=O)N2CCN(c3ccccc3F)CC2)n1C,-8,2,x,-2,1,-1,-3,x,0.98
Cc1n[nH]c(C)c1CCCCOc1ccc([N+](=O)[O-])cc1,-7,-41,1,11,0.89,-3,-6,2.1,1.4
CC1=C(C(=O)OC2CCCC2)C(c2coc3ccccc3c2=O)C2=C(CC(C)(C)CC2=O)N1 (stereo not given),-4,1,0,1,0.99,-3,0,1.7,0.99
Cc1ccc(C)c(OCc2cc(C(=O)N3CC[C@@H]4CCCC[C@H]4C3)no2)c1,-8,-25,2,-3,1,-7,2,0.1,1.3
O=C1C(Cl)=C(N2CCCCCC2)C(=O)N1c1ccccc1,-12,-6,-1,1,0.99,-4,-2,-0.3,1.1
C=Cn1cc[n+](CC(=O)c2cc(C(C)(C)C)c(O)c(C(C)(C)C)c2)c1,-2,-17,2,-2,1,-2,-8,1.4,1.2
CC(=O)c1c(C)[nH]c(C(=O)NCc2ccccc2)c1C,-4,-9,0,7,0.93,-1,-1,-2.2,1.1
SMILES,A3G deaminase,hIAP block,NR3A LBD binder,mIAP block,mIAP activ,MIN6 prolif,APOBEC3A inh,MPTP inh,hIAP activ
Oc1c(N=NC(=S)Nc2ccccc2F)c2ccccc2n1Cc1ccccc1,3,1,-22,-9,1.1,-5,5,-0.4,0.99
COc1ccccc1/C=C/C(=O)NC(=S)NCC1CCCO1 (stereo not given),-13,13,-1,7,0.93,-1,-1,-0.6,0.87
COc1ccc(S(=O)(=O)Nc2ccc3c(c2)n(C)c(=O)n3C)cc1OC,-7,-4,1,-4,1,-1,-3,0.2,1
Cc1csc(NC(=O)c2ccc[nH]c2=O)n1,-5,30,-1,2,0.98,-1,-6,0.3,0.7
CC1(C)Nc2ccccc2N(Cc2ccc([N+](=O)[O-])cc2)C1=O,-2,4,-1,5,0.95,2,0,30,0.96
CCOC(=O)C1=C(Nc2ccccc2)CC(C)(O)C(C(=O)OCC)C1c1ccc(Br)cc1 (stereo not given),2,12,-1,2,0.98,-5,1,59*,0.88
CN1CCN(c2nc3c(c(=O)n(C)c(=O)n3C)n2Cc2ccc(Cl)cc2)CC1,-3,8,-4,2,0.98,-2,-1,0.1,0.92
Cc1ccc(S(=O)(=O)N2[C@@H](c3ccc(F)cc3)C(C(=O)O)=CC[C@H]2c2ccc(C(C)C)cc2)cc1,-3,-19,-8,-8,1.1,-8,9,2.1,1.2
CN(C(=O)COC(=O)c1ccc(Cl)c(S(=O)(=O)N2CCCCC2)c1)C1(C#N)CCCCC1,-6,0,-1,1,0.99,2,-3,-0.4,1
COC(=O)c1cc(Br)ccc1NC(=O)Nc1ccc(C)cc1,-11,-4,1,-5,1.1,-2,-3,1.3,1
Cc1nc(-c2ccc(Br)cc2)ccc1C(=O)O,0,-5,-6,2,0.98,0,5,0.9,1
Cc1[nH]c2ccccc2c1C(c1ccncc1)N1CCN(c2ccccc2F)CC1 (stereo not given),-8,4,4,5,0.95,4,-4,2.1,0.96
CC(C)NS(=O)(=O)c1cccc2nsnc12,-5,-5,-4,-6,1.1,-2,-3,-0.9,1.1
COc1ccc2nc3n(c(=O)c2c1)-c1ccc(Cl)cc1C(=O)NC3Cc1ccccc1 (stereo not given),1,-1,x,6,0.94,-3,5,x,1
CCCc1nnc(SCC(=O)Nc2nccs2)o1,-6,7,2,6,0.94,0,-1,0.1,0.93
Cc1cc(C)n(C(=O)CCC(=O)Nc2ccc(C)c(C)c2)n1,-2,7,-1,15,0.85,0,-2,-1.3,0.93
Cc1cc(C)n(CC(=O)Nc2ccc(N3CCOCC3)c(Cl)c2)c(=O)c1C#N,-2,3,-2,2,0.98,0,3,-2.1,0.97
Cc1cc2c(cc1C)-c1c(ssc1=Nc1ccc(S(N)(=O)=O)cc1)C(C)(C)N2,-5,10,5,6,0.94,-5,-2,0.4,0.9
COc1cccc(CNc2ncc(Br)cc2Br)c1O,-3,-5,-8,5,0.95,-4,-1,1.5,1.1
COc1cc(/C=N/O)cc(Br)c1OCC(=O)NCc1ccccc1,-8,-14,-2,13,0.87,0,-1,-2.6,1.1
Cc1ccc(C(=O)N2CCN(Cc3ccc4c(c3)OCO4)CC2)cc1S(=O)(=O)N1CCOCC1,-1,1,-1,-5,1,0,5,-0.1,0.99
COc1ccc2c3c([nH]c2c1)C1(NCC3)C(=O)Nc2ccccc21 (stereo not given),-5,10,1,10,0.91,-1,-3,-0.2,0.9
COc1ccc(C(=O)Nc2ncc(C)s2)cc1S(=O)(=O)N1CCOCC1,-2,-9,3,2,0.98,3,-2,0.1,1.1
COc1ccc(S(=O)(=O)N2CCCOC2CNC(=O)C(=O)NCCc2ccco2)cc1OC (stereo not given),-11,-14,0,2,0.98,-1,-5,-2.5,1.1
Cc1cc(C(=O)OCC(=O)Nc2ccc(F)cc2[N+](=O)[O-])c2ccccc2n1,1,6,-3,6,0.94,0,-1,-0.5,0.94

# Full records, quoted from the list. Order of screens: A3G deaminase	hIAP block	NR3A LBD binder	mIAP block	mIAP activ	MIN6 prolif	APOBEC3A inh	MPTP inh	hIAP activ
# Listed for `COc1ccc2c3c([nH]c2c1)C1(NCC3)C(=O)Nc2ccccc21` (stereo not given) : -5	10	1	10	0.91	-1	-3	-0.2	0.9
# Listed for `CC(C)NS(=O)(=O)c1cccc2nsnc12` : -5	-5	-4	-6	1.1	-2	-3	-0.9	1.1

# Other compounds.
SMILES,A3G deaminase,hIAP block,NR3A LBD binder,mIAP block,mIAP activ,MIN6 prolif,APOBEC3A inh,MPTP inh,hIAP activ
CC1=Nc2cc(Cl)ccc2Oc2ccccc21,2,-13,0,3,0.97,-4,0,-1.0,1.1
CN(Cc1ccccc1)C(=O)COC(=O)c1ccccc1NS(=O)(=O)c1cccc(N)c1,0,10,-26,-1,1,-2,1,0.4,0.9
CCCCC1(c2ccc(F)cc2)NC(=O)N(CC(=O)Nc2ccc(N3CCOCC3)cc2)C1=O (stereo not given),-1,0,12*,-11,1.1,-1,3,1.9,1
CN(Cc1ccccc1)C(=O)COC(=O)c1ccc(S(=O)(=O)N(C)C)cc1,-1,6,-2,3,0.97,-4,12,0.3,0.94
C=C(C(=O)c1ccccc1)C(c1ccccc1)C(C)C(=O)c1ccccc1 (stereo not given),-5,13,-3,6,0.94,-6,3,0.7,0.87
O=C(c1ccc2nc3ccccc3c(=O)n2c1)N1CCN(Cc2ccc3c(c2)OCO3)CC1,2,6,2,2,0.98,0,0,-0.2,0.94
CCCCNc1c(-c2ccc(OC)c(SC3CCCCC3)c2)nc2cnccn12,-4,10,-15,-5,1.1,-7,0,0.2,0.9
CC(C)(C)OC(=O)N1Cc2ccccc2C[C@H]1C(=O)NCC(=O)Nc1ccc2c(c1)OCCO2,-6,0,1,-2,1,0,-3,-2.5,1
Cc1nn(C)c(C)c1C(C)NC(=O)c1cc(COc2cncc(Cl)c2)on1 (stereo not given),-1,3,-2,3,0.97,-2,0,0.1,0.97
O=C(N/N=C/c1c[nH]c2ccccc12)c1cc(Br)ccc1O,-11,11,34*,4,0.96,-3,-4,3.4,0.89
Cc1cc(=O)oc2cc(OCC(=O)OCC(=O)N3CCC(C)CC3)ccc12,-8,-12,-1,0,1,-4,-1,-1.4,1.1
COc1ccccc1/C=C1\SC(=O)N(CCC(=O)NNC(=O)c2ccccc2Cl)C1=O,-3,-62,0,4,0.96,2,2,-0.3,1.6
CSCCC(NC(=O)c1ccccc1C)C(=O)O (stereo not given),-1,-2,1,4,0.96,-1,2,-1.1,1
CN(C[C@H](Cc1ccccc1)N(C[C@H](CC1CCCCC1)N(CCc1ccccc1)N=O)N=O)N=O,-5,-4,-5,0,1,-6,0,1.8,1
COc1cc(C(=O)COC(=O)C2CCCCC2)cc(OC)c1OC,-8,9,1,-2,1,2,-5,1.1,0.91
Cc1nn(Cc2ccccc2)c(C)c1CNC(=O)c1ccc(F)c(S(=O)(=O)N2CCOCC2)c1,-7,21,0,4,0.96,-2,-4,0.3,0.79
CCOc1ccc(C(O)(c2ccccc2)C(CN2CCCC2)c2ccccc2)cc1 (stereo not given),-6,12,-6,-6,1.1,-3,-4,2.0,0.88
Cc1cccc(NC(=O)c2cccc(NC(=O)Cc3cccs3)c2)c1,-7,-26,-4,-11,1.1,0,3,-0.7,1.3
Cc1cccc(NC2=NC(C)(C)N=C(N)N2)c1,-6,7,-1,1,0.99,-5,-3,0.8,0.93
O=[N+]([O-])c1ccc(S(=O)(=O)NCCS(=O)(=O)N2CCN(c3ccccc3)CC2)cc1,-2,-2,-1,2,0.98,-1,0,2.0,1
CCCCn1c(NC(=O)c2ccc(Br)o2)c(S(=O)(=O)c2ccccc2)c2nc3ccccc3nc21,-8,26,4,7,0.93,-6,-5,78*,0.74
CCOC(=O)CCC(=O)Nc1ccc(S(=O)(=O)Nc2cc(OC)nc(OC)n2)cc1,-9,3,1,13,0.87,-2,-3,1.3,0.97
